PAD4 inh – blocks human protein arginine deiminase 4 | AID 485272 | actives 0.41% (n = 330,000) | Q9UM07 | inhibition, % at 6.36 µM | recombinant PAD4, RCA probe fluorescence polarization;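 active means percent inhibition above a cutoff equal to the mean of all tested compounds plus 3 SD, cut at about 15% in these data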;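 further: 0% = PAD4 with RCA probe and DMSO and 100% = probe without PAD4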
GSTO1 counter – blocks human GSTO1 in RBBP9 counter-screen; P78417; recombinant GSTO1, activity-based probe fluorescence polarization; inhibition, % at 5.96 µM; actives 1.1% (n = 300,000); AID 1974;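 active means inhibition above the campaign mean inhibition plus 3 SD, cut at about 35% in these data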;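 further: 0% = GSTO1-1 with DMSO and 100% = wells lacking GSTO1-1 enzyme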
Target sequence (P78417 whole entry, looked up): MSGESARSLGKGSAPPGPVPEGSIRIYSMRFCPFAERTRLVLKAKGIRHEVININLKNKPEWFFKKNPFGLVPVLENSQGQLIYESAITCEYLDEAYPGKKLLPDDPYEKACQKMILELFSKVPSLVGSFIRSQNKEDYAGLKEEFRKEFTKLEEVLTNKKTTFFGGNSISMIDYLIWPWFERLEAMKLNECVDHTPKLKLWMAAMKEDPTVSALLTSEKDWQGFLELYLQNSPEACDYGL
PREPL inh – inhibitors of human prolyl oligopeptidase-like enzyme PREPL | Q4J6C6 | recombinant PREPL, fluorescence polarization activity-based probe | inhibition, % at 5.96 µM | actives 0.68% (n = 320,000) | AID 2751; in the data active means inhibition above about 43%;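 further: 0% = enzyme with DMSO and 100% = wells lacking enzyme; many of its hits are not listed in these tables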
Target sequence (Q4J6C6 whole entry, looked up): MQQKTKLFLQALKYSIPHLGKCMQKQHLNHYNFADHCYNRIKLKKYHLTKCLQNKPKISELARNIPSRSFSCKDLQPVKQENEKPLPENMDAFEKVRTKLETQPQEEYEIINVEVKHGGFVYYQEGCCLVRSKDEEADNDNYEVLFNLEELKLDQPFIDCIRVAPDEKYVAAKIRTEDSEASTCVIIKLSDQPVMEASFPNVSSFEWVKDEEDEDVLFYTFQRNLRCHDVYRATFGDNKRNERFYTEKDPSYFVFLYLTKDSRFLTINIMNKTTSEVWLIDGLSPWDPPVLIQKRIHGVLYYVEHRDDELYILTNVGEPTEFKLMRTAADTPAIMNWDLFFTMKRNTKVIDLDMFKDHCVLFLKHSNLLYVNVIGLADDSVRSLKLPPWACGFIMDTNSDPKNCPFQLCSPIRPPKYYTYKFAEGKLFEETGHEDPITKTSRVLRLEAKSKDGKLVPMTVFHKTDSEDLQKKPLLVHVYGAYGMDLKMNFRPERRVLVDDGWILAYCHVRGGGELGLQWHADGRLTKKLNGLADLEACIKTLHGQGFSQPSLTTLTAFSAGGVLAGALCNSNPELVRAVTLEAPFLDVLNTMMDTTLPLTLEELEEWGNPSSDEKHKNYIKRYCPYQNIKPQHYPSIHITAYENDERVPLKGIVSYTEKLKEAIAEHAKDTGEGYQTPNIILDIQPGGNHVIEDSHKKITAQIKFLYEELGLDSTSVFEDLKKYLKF
PAFAH1B3 inh – inhibitors of human PAFAH1B3; actives 0.28% (n = 340,000); recombinant PAFAH1B3, FP-rhodamine probe, fluorescence polarization; inhibition, % at 3.39 µM; Q15102; AID 492972;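 active means inhibition above the screen-wide average of all tested compounds plus 3 SD, cut at about 25% in these data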;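 further: 0% = enzyme with DMSO only and 100% = wells lacking PAFAH1B3 protein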
LYPLA2 counter – LYPLA2 (human) inhibition in PME1 counter-screen; O95372; recombinant LYPLA2, FP-Rh probe fluorescence polarization; inhibition, % at 5.9 µM; actives 0.38% (n = 320,000);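 active means inhibition above the screen-wide mean plus 3 SD, limit set per campaign, cut at about 26% in these data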;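 further: 0% = LYPLA2 with DMSO and 100% = wells lacking LYPLA2 enzyme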
PAFAH2 inh – PAFAH2 (human) inhibition | recombinant PAFAH2, FP-rhodamine activity probe, fluorescence polarization | inhibition, % at 3.39 µM | Q99487 | actives 0.99% (n = 340,000);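 active means inhibition above the mean over all tested compounds plus 3 SD, cut at about 30% in these data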;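 further: inhibitors block probe labeling of enzyme so polarization drops; 0% = enzyme with DMSO and 100% = wells lacking PAFAH2 protein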
LYPLA1 counter – blocks human lysophospholipase 1, a PME1 counter-screen. AID 2174. recombinant LYPLA1, FP-Rh probe fluorescence polarization. inhibition, % at 5.9 µM. O75608. actives 0.16% (n = 320,000);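 active means inhibition above the mean of all tested compounds plus 3 SD, set per campaign, cut at about 14% in these data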;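 further: inhibitors block serine hydrolase probe labeling of LYPLA1 so polarization falls; 0% = enzyme with DMSO and 100% = wells lacking LYPLA1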
ZTA DNA inh – ZTA (EBV) inhibition in EBNA-1 counter-screen. P03206. ZTA-DNA binding, fluorescence polarization. inhibition, % at 11 µM. actives 0.15% (n = 320,000). AID 2234; in the data active means inhibition above about 33%
EBNA-1 inhibitor – blocks EBNA-1 binding to DNA. actives 0.34% (n = 300,000). inhibition, % at 14.8 µM. EBNA-1 DNA binding, fluorescence polarization; in the data active means inhibition above about 28%
Active calls of the source: *; . = not tested or not shown.

SMILES	PAD4 inh	GSTO1 counter	PREPL inh	PAFAH1B3 inh	LYPLA2 counter	PAFAH2 inh	LYPLA1 counter	ZTA DNA inh	EBNA-1 inhibitor
O=C(NCC1CCCO1)c1ccc(Cl)c(S(=O)(=O)N2CCCCC2)c1 (stereo unspecified)	3	9	2	1	3	0	3	1	7
CC(=O)OCC(=O)[C@@]1(O)CC[C@H]2[C@@H]3CCC4=CC(=O)C=C[C@]4(C)[C@@]3(Cl)[C@@H](Cl)C[C@@]21C	-1	1	2	5	3	1	4	-9	-8
CCN(Cc1ccncc1)C(=O)c1ccco1	-2	-3	8	-4	1	-4	3	-3	-13
CCCC1(c2ccccc2)NC(=O)N(CC(=O)Nc2ccccc2C(F)(F)F)C1=O (stereo unspecified)	-3	1	-20	6	3	0	3	-18	-11
COc1cc([N+](=O)[O-])ccc1NC(=O)Nn1cnnc1	-2	-1	-1	-5	-1	2	-2	4	8
CCCN(CCC)S(=O)(=O)c1ccc(C(=O)NNc2nc(-c3ccccc3)c3cc(Br)ccc3n2)cc1	-5	-13	2	-4	-11	-11	-5	-12	-6
CN(CC(=O)NC1CCCC1)S(=O)(=O)c1cccc(Cl)c1	-6	.	19	4	.	-5	.	.	.
Cc1ccc(C(=O)N/C(=C/C=C\c2ccccc2)C(=O)NCc2ccco2)cc1	-4	-3	-40	4	2	-4	-1	-16	7
CC(C)CCn1nnnc1CN1CCN(c2ccc(F)cc2)CC1	2	2	6	0	1	-3	1	-17	-6
O=C(N/N=C/C=C/c1ccco1)c1cccs1	-4	22	7	3	-2	12	-2	-5	10
O=C(CCC(=O)N(c1ccc(F)cc1)C(C(=O)NC1CCCC1)c1ccncc1)Nc1cccnc1 (stereo unspecified)	2	-5	10	6	0	3	4	3	3
O=C(COC(=O)c1ccccc1Nc1ccc(SC(F)F)cc1)NC1CC1	2	2	8	2	10	2	2	-9	-7
Cc1ccc(CSc2nc(N)cc(=O)[nH]2)cc1	-2	-12	-3	-8	-10	-10	-5	-10	-8
Cc1ccc(S(=O)(=O)N2CCCCC2)cc1NC(=O)CCNC(=O)c1ccccc1	-5	.	9	8	.	1	.	.	.
CC1(C)CNC(=O)c2sc(NC(=O)c3ccccc3Cl)nc2C1	-3	-21	9	2	-3	5	-1	3	-2
Cc1ccc2nc(CSc3nnc(-c4ccco4)o3)cc(=O)n2c1	7	5	17	3	6	6	1	-10	0
Cc1ccc(S(=O)(=O)N2CCN(C(=O)CN3CCOCC3)C2c2ccccc2)cc1 (stereo unspecified)	0	17	4	1	2	-1	4	6	1
CCOC(=O)c1ccc(/C=N/O)[n+](Cc2ccccc2)c1	-2	5	6	8	-1	1	-3	2	6
COC(=O)CN(c1ccc(OC)cc1)S(=O)(=O)c1c(C)noc1C	1	0	0	13	2	3	-1	10	3
O=C(c1ccc(N2CCN(C(=O)c3cccc(F)c3)CC2)cc1)c1cccc(F)c1	2	-2	16	9	43*	1	6	11	3
O=C(NCCCn1ccnc1)c1ccc(Cl)c(S(=O)(=O)N2CCOCC2)c1	-2	0	14	1	-5	-1	-2	-8	-11
NC1=NS(=O)(=O)NC1c1cccc(F)c1 (stereo unspecified)	-7	4	-1	8	-4	3	-1	7	4
O=C(c1cc(COc2ccc(F)cc2Cl)on1)N1CCCCCCC1	-5	2	16	5	1	4	-2	-7	-13
Cc1ccccc1OCC(O)CN(Cc1ccccc1O)C1CCCCC1 (stereo unspecified)	-1	5	31	3	3	-1	-2	-7	7
CC(C)c1ccc(-c2noc(C3CCCN(C(=O)c4ccc(F)cc4F)C3)n2)cc1 (stereo unspecified)	-1	2	29	-5	2	-8	0	3	2

An excerpt from above, limited to PREPL inh:
Structure | PREPL inh
CCCC1(c2ccccc2)NC(=O)N(CC(=O)Nc2ccccc2C(F)(F)F)C1=O (stereo unspecified) | -20
O=C(CCC(=O)N(c1ccc(F)cc1)C(C(=O)NC1CCCC1)c1ccncc1)Nc1cccnc1 (stereo unspecified) | 10
NC1=NS(=O)(=O)NC1c1cccc(F)c1 (stereo unspecified) | -1
CCCN(CCC)S(=O)(=O)c1ccc(C(=O)NNc2nc(-c3ccccc3)c3cc(Br)ccc3n2)cc1 | 2
CCOC(=O)c1ccc(/C=N/O)[n+](Cc2ccccc2)c1 | 6
CN(CC(=O)NC1CCCC1)S(=O)(=O)c1cccc(Cl)c1 | 19
CCN(Cc1ccncc1)C(=O)c1ccco1 | 8

Retrieved by structure from the list above, three records:
SMILES	PAD4 inh	GSTO1 counter	PREPL inh	PAFAH1B3 inh	LYPLA2 counter	PAFAH2 inh	LYPLA1 counter	ZTA DNA inh	EBNA-1 inhibitor
O=C(c1ccc(N2CCN(C(=O)c3cccc(F)c3)CC2)cc1)c1cccc(F)c1	2	-2	16	9	43*	1	6	11	3
COC(=O)CN(c1ccc(OC)cc1)S(=O)(=O)c1c(C)noc1C	1	0	0	13	2	3	-1	10	3
O=C(NCCCn1ccnc1)c1ccc(Cl)c(S(=O)(=O)N2CCOCC2)c1	-2	0	14	1	-5	-1	-2	-8	-11

Next structures:
SMILES	PAD4 inh	GSTO1 counter	PREPL inh	PAFAH1B3 inh	LYPLA2 counter	PAFAH2 inh	LYPLA1 counter	ZTA DNA inh	EBNA-1 inhibitor
Cc1ccc2[nH]c(CCN(C)C)c(CN3CCOCC3)c2c1	-1	.	15	6	-1	-3	-2	-2	.
Cn1c(=O)n(Cc2ccc(Br)cc2)c2ccccc21	3	-2	-6	0	-2	8	-2	12	2
CCCS(=O)(=O)N1CCC(C(=O)NCCCN(CC)c2cccc(C)c2)CC1	4	-1	10	5	9	7	-1	4	-2
CCCNC(=O)COc1ccc(S(=O)(=O)Nc2ccc(C)cc2)cc1	1	3	5	0	-3	-5	1	1	0
CCC(C(=O)NCc1ccc(OC)cc1)n1nc(C)n2c(cc3occc32)c1=O (stereo unspecified)	1	6	-6	-1	-2	-7	0	-4	3
Cc1ccc(NC(=O)c2ccc(C)c(NC3=NC4CS(=O)(=O)CC4S3)c2)cc1C (stereo unspecified)	3	5	15	5	-1	-8	-1	1	-1
CC(C)(C)NC(=O)CC(c1ccccc1)c1ccccc1O (stereo unspecified)	2	5	2	3	2	-5	1	0	-9
Cc1ccc(Nc2nc(NCC3CCCO3)nc(N)c2[N+](=O)[O-])cc1 (stereo unspecified)	2	-8	4	-8	1	-2	3	11	1
CN1/C(=C/C2CC(=O)NC2=O)C(C)(C)c2ccccc21 (stereo unspecified)	-6	0	15	-4	-1	-2	0	10	3
COc1ccccc1CNS(=O)(=O)c1c(C)noc1C	-1	4	0	1	-2	-9	2	8	4
O=C(Nc1ccc2c(c1)OCO2)c1cc(-c2cccnc2)nc2ccccc12	-8	12	22	14	15	9	3	13	4
COc1ccc(C(C)=O)cc1CN1CCCCC1	2	-3	6	6	-2	-6	-5	-1	2
Cc1c(Cl)cccc1N(CC(=O)NC1CCCCC1)S(C)(=O)=O	-3	-1	0	-3	1	11	1	-15	7
O=C(c1ccc([N+](=O)[O-])cc1)N1CCSC1c1ccc(Cl)cc1 (stereo unspecified)	3	4	7	8	5	5	0	-6	7
c1ccc2c3c([nH]c2c1)C(C1CCCCC1)N(Cc1ncc[nH]1)CC3 (stereo unspecified)	-2	1	1	-2	-4	-1	-2	8	4
CC(C)c1nc2sc3c(=S)nc[nH]c3c2c2c1CCC2	3	-7	-6	0	1	0	0	1	-2
C/C(N)=C(/C#N)C(=O)CSc1nnc(-c2ccc3c(c2)OCO3)o1	-4	10	-3	13	4	13	-1	11	-5
CC(C)(C)NC(=O)C(c1ccc(F)cc1)N(CC1CCCO1)C(=O)CCC(=O)Nc1ccccn1 (stereo unspecified)	-5	1	-3	7	6	1	-4	-20	1
COc1ccc(CCN(C(=O)C(F)(F)F)C(C(=O)NC2CCCCC2)c2cccs2)cc1 (stereo unspecified)	-5	3	6	-1	-4	7	-9	11	-2
Cc1ccc(OC2=NS(=O)(=O)c3ccccc32)cc1	0	-1	-10	2	-2	-6	2	6	-5
O=C(NCN1CCN(c2ccccc2F)CC1)c1cccnc1	2	5	4	5	-1	-13	-2	2	9
COc1ccccc1OP(=O)(O)Oc1ccccc1OC	-2	4	-9	4	3	5	-3	9	2
O=C(CC1Sc2ncnn2C1=O)Nc1ccc(Cl)cc1 (stereo unspecified)	-1	5	6	.	-10	.	-4	-3	6
Cc1cccc(C(=O)OCC(=O)Nc2ccc(N3CCCCC3)cc2)c1O	-2	1	15	1	-2	8	2	20	1
Cc1cc(NC(=O)c2ccco2)sc1C	1	.	6	3	3	1	0	-11	.

Part of the list above, as labelled records:
COc1ccc(C(C)=O)cc1CN1CCCCC1
  PAD4 inh: 2 | GSTO1 counter: -3 | PREPL inh: 6 | PAFAH1B3 inh: 6 | LYPLA2 counter: -2 | PAFAH2 inh: -6 | LYPLA1 counter: -5 | ZTA DNA inh: -1 | EBNA-1 inhibitor: 2
Cc1c(Cl)cccc1N(CC(=O)NC1CCCCC1)S(C)(=O)=O
  PAD4 inh: -3 | GSTO1 counter: -1 | PREPL inh: 0 | PAFAH1B3 inh: -3 | LYPLA2 counter: 1 | PAFAH2 inh: 11 | LYPLA1 counter: 1 | ZTA DNA inh: -15 | EBNA-1 inhibitor: 7
O=C(c1ccc([N+](=O)[O-])cc1)N1CCSC1c1ccc(Cl)cc1 (stereo unspecified)
  PAD4 inh: 3 | GSTO1 counter: 4 | PREPL inh: 7 | PAFAH1B3 inh: 8 | LYPLA2 counter: 5 | PAFAH2 inh: 5 | LYPLA1 counter: 0 | ZTA DNA inh: -6 | EBNA-1 inhibitor: 7
c1ccc2c3c([nH]c2c1)C(C1CCCCC1)N(Cc1ncc[nH]1)CC3 (stereo unspecified)
  PAD4 inh: -2 | GSTO1 counter: 1 | PREPL inh: 1 | PAFAH1B3 inh: -2 | LYPLA2 counter: -4 | PAFAH2 inh: -1 | LYPLA1 counter: -2 | ZTA DNA inh: 8 | EBNA-1 inhibitor: 4

Remaining list, next part:
SMILES	PAD4 inh	GSTO1 counter	PREPL inh	PAFAH1B3 inh	LYPLA2 counter	PAFAH2 inh	LYPLA1 counter	ZTA DNA inh	EBNA-1 inhibitor
CCCN(c1ccc(OCC)cc1)S(=O)(=O)c1ccc2c(c1)CCN2C(=O)CCC(=O)O	0	3	13	2	-2	-3	-1	2	-5
O=C(/C=C\Nc1ccc(Cl)cn1)c1ccc(Br)cc1	-6	1	-6	9	-1	6	0	-2	5
Cc1ccc2[nH]c3c(=O)n(CCc4cnc[nH]4)cnc3c2c1	-3	2	-6	10	-1	15	1	2	-9
Cc1cnc(C(=O)Nc2ccccc2F)cn1	-2	9	4	6	0	-3	-2	19	6
COC(=O)c1cccc(C23CC4(C2)[C@H](CN(Cc2ccc(C(F)(F)F)cc2)[C@@H]4c2ccccc2)C3c2ccccc2)c1 (stereo partly specified)	-9	5	-8	1	1	-7	-1	-31	2
COc1cccc(CN2CC(C(=O)NC3CCCCCC3)CCC2=O)c1 (stereo unspecified)	-5	5	-1	6	-2	5	1	3	4
CCOC(=O)c1c(C)n(C)c2ccc(OCC(O)Cn3nc(C)cc3C)cc12 (stereo unspecified)	1	0	4	1	-4	-3	1	11	1
O=S(=O)(Nc1ccc(Cl)cn1)c1ccccc1	-6	-1	-10	6	4	-6	0	12	-6
CCOC(=O)C(NC(C)=O)(N1CCOCC1)C(F)(F)F (stereo unspecified)	0	4	-4	.	4	.	0	-5	3
N#Cc1ccc(OCC(=O)N/N=C(\CCC(=O)O)c2cccs2)cc1	3	5	1	7	-1	4	-1	13	8
Cc1[nH]nc(SCC(=O)NC2CCCC2)c1[N+](=O)[O-]	-3	-1	24	1	3	-3	6	-19	2
CCCCN(C(=O)c1ccc2c(c1)OCO2)c1c(N)n(CCCC)c(=O)[nH]c1=O	2	2	1	4	-1	1	-2	1	6

Compound activity as filed in PubChem.

The list is partial, so the mix of outcomes need not match the whole.
